Source: PubChem BioAssay (Sanford-Burnham Center for Chemical Genomics)
ATG4B inh = ATG4B (human) cysteine protease inhibition; Q9Y4P1; ATG4B cleavage of LC3-PLA2, NBD-HPC fluorescence, 1 h; inhibition, % at 8.33 µM; actives 0.51% (n = 340,000); in the data active means inhibition above about 40%
SENP8 inh = SENP8 (human) protease inhibition. inhibition, % at 20 µM. actives 0.64% (n = 360,000). recombinant SENP8, Nedd8 substrate fluorescence. AID 602440; in the data active means inhibition mostly above about 40%, no sharp cut-off; inactive means mostly below about 27%
Target sequence (Q96LD8 whole entry, looked up): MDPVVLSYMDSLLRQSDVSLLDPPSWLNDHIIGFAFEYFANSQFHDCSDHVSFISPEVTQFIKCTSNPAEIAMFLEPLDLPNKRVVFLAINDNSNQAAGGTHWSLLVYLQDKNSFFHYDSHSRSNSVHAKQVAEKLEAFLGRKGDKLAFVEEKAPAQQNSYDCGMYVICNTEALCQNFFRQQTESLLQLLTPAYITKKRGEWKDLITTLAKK
GRIN3A LBD mod = NR3A (human) ligand-binding domain modulation. NR3A LBD differential scanning fluorimetry, Tm shift; 0% = protein alone, 100% = glycine-bound protein. Tm shift relative to glycine control, % at 25 µM. actives 2.5% (n = 340,000). AID 1259313;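 active means melting temperature shift of at least 10% of the positive control shift, at one fixed dose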
MPTP inh = permeability transition pore inhibition; isolated mouse mitochondria, Ca2+ swelling absorbance, 30 min; inhibition, % at 10 µM; actives 1.4% (n = 360,000);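 active means inhibition of 50% or more, scaled per plate between neutral and stimulator controls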;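 further: 0% = DMSO wells given calcium and 100% = 1 mM EGTA wells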
SENP7 block = blocks the human protease SENP7. recombinant SENP7, Z-RLRGG-aminoluciferin luminescence, 40 min. inhibition, % at 5 µM. actives 1.5% (n = 330,000). AID 434973;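 active means inhibition above about 50% at the single test dose, limit read from the data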;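 further: plate controls were DMSO with enzyme for no effect and no enzyme buffer wells for full effect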
PfGluPho inh = PfG6PD (Plasmodium falciparum) enzyme inhibition | inhibition, % at 20 µM | actives 0.78% (n = 350,000) | PfGluPho enzyme, NADPH resazurin-diaphorase fluorescence | AID 504690;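 active means inhibition reaching at least a set limit at 20 µM in the primary screen, cut at about 59% in these data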;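 further: 0% = DMSO wells with substrate and 100% = DMSO wells lacking glucose-6-phosphate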
HKDC1 inhibitor = HKDC1 (human) hexokinase inhibition; Q2TB90; recombinant HKDC1, G6PDH/diaphorase resazurin coupled fluorescence; inhibition, % at 20 µM; actives 0.16% (n = 340,000); AID 493160;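 active means inhibition above about 35% when tested at 20 µM, limit read from the data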;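 further: plate controls were DMSO wells with enzyme for no effect and DMSO wells lacking enzyme for full effect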
Target sequence (Q2TB90 whole entry, looked up): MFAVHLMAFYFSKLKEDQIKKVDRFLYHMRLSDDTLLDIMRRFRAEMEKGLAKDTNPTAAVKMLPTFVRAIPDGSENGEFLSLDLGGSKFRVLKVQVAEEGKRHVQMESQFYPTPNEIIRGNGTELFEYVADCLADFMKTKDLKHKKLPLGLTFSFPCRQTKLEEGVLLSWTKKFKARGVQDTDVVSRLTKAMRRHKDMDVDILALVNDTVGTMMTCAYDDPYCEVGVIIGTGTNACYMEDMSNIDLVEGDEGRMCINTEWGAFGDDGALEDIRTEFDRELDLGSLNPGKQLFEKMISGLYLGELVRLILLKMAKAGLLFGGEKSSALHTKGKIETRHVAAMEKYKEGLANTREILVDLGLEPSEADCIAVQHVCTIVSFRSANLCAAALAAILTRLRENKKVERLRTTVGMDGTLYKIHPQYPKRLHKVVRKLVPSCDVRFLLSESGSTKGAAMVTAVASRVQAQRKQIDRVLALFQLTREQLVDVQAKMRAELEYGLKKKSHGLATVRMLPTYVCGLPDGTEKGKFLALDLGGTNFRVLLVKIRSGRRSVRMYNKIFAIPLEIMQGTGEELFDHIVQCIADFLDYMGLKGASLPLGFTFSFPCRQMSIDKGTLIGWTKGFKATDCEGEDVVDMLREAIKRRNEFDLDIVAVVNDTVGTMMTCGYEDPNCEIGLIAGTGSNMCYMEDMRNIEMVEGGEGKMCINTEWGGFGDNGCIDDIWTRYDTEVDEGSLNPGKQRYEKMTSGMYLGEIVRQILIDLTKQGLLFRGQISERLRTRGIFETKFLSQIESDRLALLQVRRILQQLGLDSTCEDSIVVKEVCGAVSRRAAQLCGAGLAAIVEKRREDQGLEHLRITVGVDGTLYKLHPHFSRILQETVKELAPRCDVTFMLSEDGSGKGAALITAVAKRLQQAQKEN
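Test system: recombinant HKDC1 (HK5) hexokinase enzyme, produced in-house / Doses: 20 µM test compound, 1% DMSO / Timing: 90 min, room temperature / Detection: G6PDH/diaphorase-coupled fluorescence, 1 mM NADP, 100 µM resazurin, 525/613 nm / Control set: DMSO wells with and without enzyme mix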
SENP6 block = blocks the human protease SENP6; inhibition, % at 10 µM; Recombinant SENP6 catalytic domain, aminoluciferin luminescence; Q9GZR1; actives 1.8% (n = 330,000); AID 2599;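 active means inhibition above about 50% at the single tested dose, limit read from the data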;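 further: plate controls were DMSO wells with enzyme for no effect and DMSO wells lacking enzyme for full effect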
Starred values were filed as active, the others as inactive; nt = not tested or not shown; & = joins results of further samples; ! = a repeat was not active.

SMILES	ATG4B inh	SENP8 inh	GRIN3A LBD mod	MPTP inh	SENP7 block	PfGluPho inh	HKDC1 inhibitor	SENP6 block
CCC1CCCCN1CCCNC(=O)c1c(O)nc2c(C)cccn2c1=O (stereo unspecified)	-1	-274	0	-2.4	0	8	-1	-2
COC(=O)c1ccc(CNC(=O)COC(=O)CCN2C(=O)C3CC=CCC3C2=O)cc1 (stereo unspecified)	-4	-34	-2	0.1	-6	-2	-4	-2
O=C(Nc1cccnc1)c1ccc(Cl)c(S(=O)(=O)N2CCCC2)c1	-4	2	-1	-0.7	-2	0	0	-7
COc1ccccc1N1CCN(C(=O)CCNS(=O)(=O)c2cc(Br)cnc2N)CC1	5	-1	0	-0.4	9	-10	-3	5
CCN(CC(=O)Nc1cc(Cl)ccc1C)C(=O)c1ccc2c(c1)NC(=O)C(C)S2 (stereo unspecified)	-4	-4	0	-0.6	8	8	-2	-3
CCC(=O)Nc1nnc(CSCc2ccc(F)cc2)s1	-10	13	-4	0.0	5	3	-4	-17
CN1C(=O)c2ccccc2Sc2ccc(C(=O)O)cc21	2	10	0	-0.9	-1	-9	-7	14
CCc1ccc(OCC(=O)Nc2ccc(S(=O)(=O)Nc3ccccn3)cc2)cc1	-9	-183	-2	0.3	-5	-3	5	-8
Fc1ccc(-c2cc(C(F)(F)F)nc(-n3cc(Cl)cn3)n2)cc1	-3	-184	2	2.8	10	1	-12	0
Cc1ccc(S(=O)(=O)N2CCC(C(=O)NC3CC3)CC2)cc1	-8	8	1	-0.1	5	5	-5	-23
O=C(NCc1n[nH]c(=S)n1-c1ccc(Br)cc1)c1ccc(S(=O)(=O)N2CCCC2)cc1	9	11	1	1.4	7	28	-5	5
Cc1ccccc1CSCC(=O)NC(=O)NCc1ccco1	3	4	-3	0.1	-2	-11	1	-12
O=C(Nc1ccc(CN2CCCCC2)cc1)Nc1ccccc1Cl	10	18	1	0.1	9	-10	-2	2
CC1=C(C/C=C(\C)CCC[C@H](C)CCC[C@H](C)CCCC(C)C)C(=O)c2ccccc2C1=O	-5	6	0	1.1	-12	18	2	-11
O=C(N/N=C/c1cc(Br)cc(Cl)c1O)c1ccc2c(c1)OCO2	8	-176	11*	55*	3	-51	-25	-43
COc1ccccc1N1CCN(C(=O)c2ccc(Cl)c(S(=O)(=O)NCc3ccco3)c2)CC1	-8	7	0	-0.2	4	-17	2	-21
COc1ccccc1CCNC(=O)C(=O)NCC1OCCN1S(=O)(=O)c1ccc(Cl)cc1 (stereo unspecified)	-20	3	0	0.6	5	-1	-1	1
Cc1cccc(OCC(O)Cn2ccnc2C)c1 (stereo unspecified)	-2	7	-1	0.0	2	-5	-8	-8
COc1ccc(S(=O)(=O)Nc2cccc3c2O[C@H](CN(C)S(=O)(=O)c2ccc(OC)cc2)[C@@H](C)CN([C@H](C)CO)C3=O)cc1	-7	1	-2	-0.9	-7	7	0	26
CCn1cc(CCCC(=O)NCc2ccc(OC)cc2)c2ccccc21	-7	19	-1	0.9	-1	-6	4	8
CCOC(=O)C1=C(C)NC2=C(C(=O)CCC2)C1c1ccc(O)c(OCC)c1 (stereo unspecified)	5	-237	-5	2.0	6	17	4	1
CN(C)C(=O)c1ccc(NC(=O)COC(=O)CC23CC4CC(CC(Br)(C4)C2)C3)cc1	-7	0	1	-1.1	-8	-6	-1	-13
Cc1ccc(S(=O)(=O)N2CCN(C(=O)COC(=O)CSc3ccccc3)CC2)c(C)c1	-9	4	2	-0.2	-7	-2	3	11
Cc1ccc2nc(N3CCN(C(=O)c4ccc(F)cc4)CC3)c(C#N)cc2c1	5	-283	0	-0.8	-8	14	2	-16
CCC1CCCCN1CCCNC(=O)C1CCC(CNS(=O)(=O)c2c(C)cc(C)cc2C)CC1 (stereo unspecified)	-2	11	-1	-1.2	-10	-14	-4	-8
Cc1nn(Cc2ccc(Cl)cc2)c(C)c1NC(=O)C1CC=CCC1C(=O)O (stereo unspecified)	-12	1	0	-3.4	-3	-3	-1	3
O=C(O)CNC(=O)C(CS)Cc1ccccc1 (stereo unspecified)	-1	11	1	-1.4	-6	5	-3	15
COc1cc(OC)cc(C(=O)NC(C(=O)NCCN(C)C)C23CC4CC(CC(C4)C2)C3)c1 (stereo unspecified)	-9	-6	-3	-3.9	-3	0	-7	-1
CC(C)OCC(O)CN1CCN(CCN2C(=O)c3cccc4cccc(c34)C2=O)CC1 (stereo unspecified)	-7	-51	-1	-1.4	-3	-5	-5	4
CC1CCCCC1NS(=O)(=O)c1ccc2c(c1)CC(=O)N2C (stereo unspecified)	-8	3	-2	-0.1	-1	-1	1	9
Cc1cc(O)c(C(C)C)cc1NC(=O)Nc1ccc([N+](=O)[O-])cc1	2	28	-3	15	nt	23	8	nt
COCCn1c(=O)[nH]c2cc(C(=O)NC(C)C)ccc2c1=O	10	-125	0	-0.9	-18	-11	-1	-13
COc1ccc([N+](=O)[O-])cc1NC(=O)C(C)Sc1ccc(C)cc1 (stereo unspecified)	3	28	-8	0.7	8	27	30	7
NC(=O)C1(NC(=O)[C@@H]2CC3(CC(c4cccc(NC(=O)[C@@H]5CCC(=O)N5)c4)=NO3)CN2C(=O)Cc2ccc(Cl)cc2)CC1 (stereo partly specified)	-12	-1	0	3.0	1	0	-7	-15
COc1ccc(S(=O)(=O)N2c3ccccc3OCC2CC(=O)O)cc1 (stereo unspecified)	2	9	3	1.0	-3	-1	1	9
CCOC(=O)c1cccc(NC(=S)N2CCN(c3ncc4c(=O)c(C(=O)O)cn(CC)c4n3)CC2)c1	-1	-56	-1	0.1	3	23	-7	-1
COc1cccc(-c2ccc(NC(=O)C3CCCN(Cc4cnn(C)c4)C3)cc2)c1 (stereo unspecified)	-9	-2	-1	-0.5	-8	4	1	-11
O=C(O)c1ccc(-n2nncc2-c2ccccc2)cc1	-1	11	-5	-1.5	0	-33	-5	6
CNS(=O)(=O)c1cccc2cccnc12	1	19	2	-1.8	10	21	-3	-9
COc1ccc(C(=O)OCC(=O)c2ccc3c(c2)NC(=O)CO3)cc1S(=O)(=O)N1CCOCC1	-6	1	-1	-1.0	-4	8	-3	14
CCOC(=O)C1CCN(C(=O)CN2C(=O)c3cccnc3Oc3ccc(C)cc32)CC1	-7	18	1	-1.2	-4	4	-5	-14
Cc1ccc(C(=O)N/N=C\C2CC=CCC2)cc1[N+](=O)[O-] (stereo unspecified)	-6	10	1	-2.6	7	5	-6	5
CC(C)c1nnc(NC(=O)c2cc3cc(Br)ccc3oc2=O)s1	-6	14	-1	0.0	7	-12	2	3
O=C(O/N=C1\CCS(=O)(=O)c2sccc21)C1CC1	-1	9	-2	-1.9	-8	1	-4	0
CCN(CC)c1ccc(/C=C(\C#N)C(N)=S)cc1	-4	16	-3	8.3	6	21	-4	-3

Random excerpt: 5 compounds from above.
SMILES	ATG4B inh	SENP8 inh	GRIN3A LBD mod	MPTP inh	SENP7 block	PfGluPho inh	HKDC1 inhibitor	SENP6 block
CCOC(=O)C1CCN(C(=O)CN2C(=O)c3cccnc3Oc3ccc(C)cc32)CC1	-7	18	1	-1.2	-4	4	-5	-14
COc1ccccc1N1CCN(C(=O)c2ccc(Cl)c(S(=O)(=O)NCc3ccco3)c2)CC1	-8	7	0	-0.2	4	-17	2	-21
COc1ccc(C(=O)OCC(=O)c2ccc3c(c2)NC(=O)CO3)cc1S(=O)(=O)N1CCOCC1	-6	1	-1	-1.0	-4	8	-3	14
Cc1ccc2nc(N3CCN(C(=O)c4ccc(F)cc4)CC3)c(C#N)cc2c1	5	-283	0	-0.8	-8	14	2	-16
CC1=C(C/C=C(\C)CCC[C@H](C)CCC[C@H](C)CCCC(C)C)C(=O)c2ccccc2C1=O	-5	6	0	1.1	-12	18	2	-11

(further entries)
SMILES	ATG4B inh	SENP8 inh	GRIN3A LBD mod	MPTP inh	SENP7 block	PfGluPho inh	HKDC1 inhibitor	SENP6 block
COc1ccc(C2Nc3ccccc3C(=O)N2NS(=O)(=O)c2ccc(C)cc2)c(OC)c1 (stereo unspecified)	-6	-298	0	0.0	3	-3	-2	14
COc1ccc(CC(=O)N/N=C(\C)c2cccs2)cc1OC	-7	11	-4	0.6	-10	5	-4	-2
CC(C)OCCCNC(=O)CCCC(=O)Nc1ccc(OCCc2ccccc2)cc1	4	12	-3	1.5	-12	-3	5	-8
COc1cc(N=c2ssnc2Cl)c(OC)cc1Cl	-4&-7	20&29	19*	3.6&0.2	-2&-3	105*!	-46&-50	10&-4
C=CCNc1nc(C)c(CNc2c(C)cc(C)cc2C)nc1C#N	10	10	-1	0.7	-4	-14	6	15
Cc1nc(SCC(=O)N2CCN(C(=O)c3cccs3)CC2)c2c(C)c(C)sc2n1	20	6	1	-2.0	5	-1	5	5
CC1(C)CC(=O)C(C2(O)C(=O)N(Cc3ccccc3)c3ccccc32)CO1 (stereo unspecified)	-10	-68	0	2.9	8	2	-2	0
COc1ccc(Cc2nc3ccc(C(=O)NCCSC)cc3o2)cc1	2	13	-3	-0.4	nt	-4	-3	nt
NC(=O)NCCCC(=O)NCC(c1ccccc1Cl)c1c[nH]c2ccccc12 (stereo unspecified)	-5	15	-1	0.8	-1	27	2	-10
COc1ccc(C)cc1NC(=O)C(Sc1nnc(Nc2cc(C)ccc2OC)s1)c1ccccc1 (stereo unspecified)	-11	9	1	1.3	3	23	-2	-12
COCCN(C(=O)COC(=O)CSc1ccc(Cl)cc1)c1c(N)n(CC(C)C)c(=O)[nH]c1=O	-3	-3	-1	0.1	0	7	-3	3
COC(=O)c1ccc(OC(=O)c2cccnc2SC)cc1	-4	3	2	-0.2	-16	3	-4	-33
Cc1cccc(NC(=O)Nc2c(C)[nH]c(=O)[nH]c2=O)c1C	-8	11	2	-0.5	-4	-15	-5	-22
CCCC[C@@H]1C[C@H]1[C@@H](NC(=O)c1ccco1)c1ccc(C(=O)OC)cc1	7	nt	-2	nt	-6	-18	5	-8
CCOC(=O)c1cc(NC(=O)Nc2nccs2)c(C)nc1C	3	4	-1	0.3	8	14	-1	-11
COc1ccc(CNC(=O)c2ccc3ccccc3n2)cc1	-1	8	2	0.2	-1	-8	-1	8
CCOC(=O)Cc1csc(NC(=O)CCc2ccccc2)n1	0	20	1	5.6	-4	-7	1	5
O=C(Nc1ccc(N2CCOCC2)c(Cl)c1)c1ccco1	1	8	1	-3.4	-2	9	-2	-3
O=C(O)/C=C/C(=O)Nc1ccc(C(=O)c2ccccc2)cc1	-2	13	-1	-3.2	0	-19	-2	-9
CC1CCc2onc(C(=O)NCc3ccco3)c2C1 (stereo unspecified)	1	10	0	0.2	9	4	-6	-14
O=C(Cn1nnc(-c2cc(Cl)ccc2-n2cnnn2)n1)N1CCCc2ccccc21	3	-1	-1	-1.2	-7	-7	-2	-33
C(=N\c1nc2ccccc2n1CCN1CCCCC1)/c1ccc2c(c1)OCO2	5	2	0	19	-10	-7	4	-9
CC(CC(=O)Nc1ccc(Cl)c([N+](=O)[O-])c1)c1ccccc1 (stereo unspecified)	-1	33	0	105*	19	16	4	17
COc1ccc(N2CCN(C(=O)C(OC(C)=O)c3ccccc3)CC2)cc1 (stereo unspecified)	7	14	-2	-0.7	5	17	-1	11
O=C(Nc1ccc(S(=O)(=O)N2CCCCC2c2cccnc2)cc1)c1c(F)cccc1F (stereo unspecified)	-1	11	1	1.2	4	0	4	11
CCOCCCNC(=O)C(NC(=O)c1ccc(NC(C)=O)cc1)c1ccc(OC)cc1 (stereo unspecified)	7	18	-8	-1.5	-7	-17	-6	-7
CCc1nnc(NC(=O)CCC(=O)N2CCCC(O)C2)s1 (stereo unspecified)	4	8	-3	-0.7	1	-20	1	-6
O=C(CCc1ccccc1)NNc1ccc(F)cc1	0	29	-1	0.7	-8	3	-2	6
CCOC(=O)/C(C#N)=C\c1cn(C)c2ccccc12	-9	-20	8	0.1	-16	18	-3	-29
COc1ccc(/C(C)=N/Nc2nccnc2Cl)cc1	-2	-36	0	1.1	-5	10	-3	2
COc1cc(C)c(S(=O)(=O)N2CCCC2)cc1C(C)C	4	5	0	-1.2	-7	4	4	-18
O=C(Nc1ccc(Cl)cn1)c1ccccc1[N+](=O)[O-]	2	-12	1	-2.6	-9	-5	-4	-8
